IL1B secr inh – qHTS for Inhibitors of Inflammasome Signaling: IL-1-beta AlphaLISA Primary Screen. THP-1 LPS/ATP IL-1B secretion, AlphaLISA, 16 h; stronger effect = lower value. activity change, % at 57.5 µM. 360,000 tested, 4.7% active; in the data active = activity change below about -50%; inconclusive = mostly about -30% to -49%; also: % is scaled to controls: 0 for no effect and ±100 for the full control effect
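THP-1 cells pretreated 1 hr with compounds (up to 57.5 uM final), then stimulated with LPS (250 ng/mL final) plus ATP (1.25 mM final); secreted IL-1B measured by AlphaLISA after 16 hr, decreased signal indicating inhibition.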
HepG2 viability – qHTS for Inhibitors of TGF-b: Cytotox Counterscreen; HepG2 CAGA-GFP viability, ATP luminescence, 18 h; Potency, µM (series often up to 46.1 µM), without a hit: top-dose activity change, negative = cytotoxicity, hits mostly cytotoxic; AID 588856, 2011; 410,000 tested, 0.76% active; also: potency is read from the fitted curve at half-maximal effect; some results filed as inactive show a strong effect at the top dose
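CellTiter-Glo luminescence gave cytotoxicity after 18 hours at 37 degrees C. The cells were HepG2 CAGA-GFP in 1% FBS DMEM, stimulated with 500 pg/mL TGF-beta after compound addition. %Activity was normalised to no-cell wells (complete cell-killing) and DMSO (no toxicity), and curves were fitted and classified.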
HT1080 IDH1KD tx – qHTS for induction of synthetic lethality in tumor cells producing 2HG: qHTS for the HT-1080-IDH1KD cell line; AID 686971, 2013; 360,000 tested, 2% active; HT-1080 IDH1 knockdown viability, ATP luminescence, 48 h; Potency, µM (doses to about 46.1 µM), without a hit: at the highest dose activity, negative = toxicity, most hits filed as cytotoxic;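 also: potency is read from the fitted curve at half-maximal effect; 0% = DMSO wells and -100% = cell-free medium wells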
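Viability of IDH1-knockdown HT-1080 fibrosarcoma cells was assessed by CellTiter-Glo after 48 h at 37 °C with titrated compound; concentration-effect curves were classified by fit quality and response size.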
S2 tox – Viability Counterscreen for Primary qHTS for Inhibitors of ATXN expression | Potency, µM (doses to about 56.7 µM), actives largely listed as cytotoxic | S2 cells (HEK-293 line with an ATXN2-luciferase reporter) viability, CellTiter-Fluor protease fluorescence, 24 h | 400,000 tested, 0.49% active; also: potency is read from the fitted curve at half-maximal effect; nearly all actives have a fitted effect of over 40% in size
SW480 rerep – A quantitative high throughput screen for small molecules that induce DNA re-replication in SW480 colon adenocarcinoma cells; SW480 DNA re-replication, Hoechst DNA content imaging, 48 h; Potency, µM (highest dose often 46.1 µM), inactives show at the top dose re-replication activation, actives largely listed as activators; AID 624297, 2012; 340,000 tested, 1.8% active; also: potency is read from the fitted curve at half-maximal effect; % of control where 0% means no effect; nearly all actives have a fitted effect of over 55% in size
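Image-based DNA-content assay: after two days of treatment, nuclei were labelled with the DNA dye Hoechst and imaged, and hits were compounds raising the count of nuclei showing high fluorescence intensity.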
MCF10A rereplic – A quantitative high throughput screen for small molecules that induce DNA re-replication in MCF 10a normal breast cells. MCF 10A DNA re-replication, Hoechst nuclear intensity, 48 h. Potency, µM (doses to about 46.1 µM), inactives show top-dose activity, positive = re-replication, usual class: activators. 350,000 tested, 2.9% active; also: potency is read from the fitted curve at half-maximal effect; % of control where 0% means no effect; nearly all actives have a fitted effect of over 50% in size
KB-3-1 tox – qHTS assay for MDR1-selective chemotherapeutics: Primary screen using the parental adenocarcinoma cell KB-3-1; Potency, µM (top dose mostly 46.1 µM), for inactives: at the top dose activity change, negative = cytotoxic, hits mostly cytotoxic; 400,000 tested, 1.4% active; KB-3-1 viability, CellTiter-Glo ATP luminescence, 72 h; also: potency is read from the fitted curve at half-maximal effect; % is scaled to controls: 0 for no effect and ±100 for the full control effect; nearly all actives have a fitted effect of over 60% in size
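Cytotoxicity in the drug-sensitive parental line KB-3-1 was scored as loss of CellTiter-Glo luminescence following 72 h incubation with compound. Values come from curve fitting of normalized concentration-response data.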
ATXN2 expr inh – Primary qHTS for Inhibitors of ATXN expression | HEK-293 ATXN2-luciferase reporter, luminescence, 24 h | Potency, µM (series often up to 57 µM), inactives show at the top dose activity change, negative = inhibition, most hits filed as inhibitors | 360,000 tested, 0.72% active | AID 1745845, 2022; also: potency is read from the fitted curve at half-maximal effect; % is scaled to controls: 0 for no effect and ±100 for the full control effect; nearly all actives have a fitted effect of over 55% in size
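ATXN2-luciferase reporter cells (luciferase flanked by upstream and downstream ATXN2 gene portions) were treated 24 h at 37 °C with compounds at up to 57 uM. SteadyGlo luminescence gave expression; GF-AFC fluorescence gave viability.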
HT1080-NT tox – qHTS for induction of synthetic lethality in tumor cells producing 2HG: qHTS for the HT-1080-NT fibrosarcoma cell line; HT-1080-NT fibrosarcoma viability, CellTiter-Glo ATP luminescence, 48 h; Potency, µM (highest dose often 46.1 µM), for the others: top-dose activity, negative = less viability, hits mostly cytotoxic; 360,000 tested, 1.6% active; AID 686970, 2013;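 also: NT is the 2HG producing partner of a matched IDH1 knockdown line; potency is read from the fitted curve at half-maximal effect; 0% = DMSO-treated cells and -100% = media-only wells without cells; nearly all actives have a fitted effect of over 55% in size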
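Toxicity toward the 2HG-producing NT line was scored as %Activity, normalised to DMSO and no-cell wells, from CellTiter-Glo luminescence after 48 hours' treatment.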
* = called active by the depositor; i = inactive; ? = inconclusive; / = not tested or not shown; [ ] = remark or other dose. Unless noted, calls follow the shape of the dose curve; as a rule, active = well fitted curve in the direction sought with a large enough effect; inconclusive = small, poorly fitted or top-dose-only effect, or another doubt; inactive = no such curve, though single readings can be large; an effect the other way counts as inactive or inconclusive.

Every second line gives: HepG2 viability	ATXN2 expr inh	SW480 rerep	MCF10A rereplic	HT1080-NT tox	IL1B secr inh	HT1080 IDH1KD tx	KB-3-1 tox	S2 tox
Fc1cccc(NC(=S)NCC(c2cccnc2)N2CCOCC2)c1 (configuration not stated)
    6%	1%	0%	-1%	4%	5	2%	0%	i
Cc1cccc(NC(=O)NCC2CCN(c3ccc(S(=O)(=O)N4CCOCC4)cc3)CC2)c1
    -6%	-13%	-11%	15%	-11%	-12	-11%	-13%	i
Cn1cccc1/C=N/NC(=O)c1ccco1
    -27%	20%	-5%	0%	8%	-9	9%	-2%	i
O=C(COc1cccnc1[N+](=O)[O-])Nc1ccc2c(c1)CCC2
    1%	2%	-4%	10%	?	-3	29%	16%	i
CC(C)(C)CN1CCNC(=O)C1CC(=O)NCCc1ccccc1C(F)(F)F (configuration not stated)
    -10%	-9%	-1%	6%	17%	?	-1%	2%	i
Cc1cc(OC(C)C(=O)NCCCN2CCOCC2)ccc1Cl (configuration not stated)
    6%	-12%	-3%	-5%	-1%	-13	-3%	0%	i
Cc1sc(NC(=O)CN2CCOCC2)c(C#N)c1C
    -4%	/	-10%	10%	3%	1	2%	1%	i
O=C(OCc1ccc2c(c1)OCO2)c1cccc(S(=O)(=O)N2CCCCC2)c1
    3%	-4%	-7%	5%	-7%	-5	1%	9%	i
Cc1cc(C)cc(NC(=S)N(Cc2ccc(Cl)cc2)Cc2ccc(C(=O)O)cc2)c1
    -13%	-16%	-1%	0%	3%	4	?	6%	i
CCCNC(=O)/C=C/c1ccc(C(C)C)cc1
    -8%	37%[activator]	-3%	1%	20%	-7	15%	-2%	i
O=C1c2ccc3c4c(ccc(c24)C(=O)N1c1cccc(O)c1)C(=O)N(c1cccc(O)c1)C3=O
    4.5µM*	/	2.6µM*	13µM*	?	-13	?	16µM*	?
COC(=O)COc1ccc(S(=O)(=O)N2CCCCCC2)cc1C
    5%	-4%	-9%	0%	1%	-3	18%	12%	i
N=c1c(C(=O)NCc2ccc(F)cc2)cc2c(=O)n3ccccc3nc2n1CC1CCCO1 (configuration not stated)
    -21%	3%	2.9µM*	?	0%	22	-4%	1%	/
COC(=O)c1c(-c2ccncc2)csc1NC(=O)c1ccoc1C
    -3%	3%	0%	?	17%	?	21%	?	i
CC(=O)Nc1ccc(NS(=O)(=O)c2cc(-c3cnc(C4CC4)o3)ccc2C)cc1
    -14%	/	-6%	-5%	-4%	41	-6%	-28%	/
CC1CCc2c(sc3c2C2=NS(=O)(=O)CCN2C=N3)C1 (configuration not stated)
    -9%	8%	-1%	10%	-8%	13	-11%	-5%	i
CCOc1ccc(Oc2ccccc2NC(=O)CCc2nc3ccccc3c(=O)[nH]2)cc1
    -20%	/	/	/	-4%	82	-19%	-11%	i
O=C1OC(NC(=O)c2ccccc2)C(n2cc(CO)nn2)=C1Cl (configuration not stated)
    -6%	-7%	?	18%	-26%	?	-16%	6%	i
CCOC(=O)N1CCN(C(=O)c2cccc(NC3=NC4CS(=O)(=O)CC4S3)c2)CC1 (configuration not stated)
    -12%	-10%	2%	?	1%[9.24 µM]	-21	-1%	0%	i
CCC1=NC(c2ccccc2OC)N(O)C1(C)C (configuration not stated)
    9%	-4%	-2%	1%	3%[9.24 µM]	-6	1%	0%	?
CCOC(=O)c1scc(-c2ccccc2)c1S(=O)(=O)Nc1cc(OC)cc(OC)c1
    -7%	-11%	/	/	/	/	/	1%	?
CC(=O)c1cc(C#N)c(N2CC(C)OC(C)C2)nc1C (configuration not stated)
    3%	-3%	-11%	-34%[inhibitor]	-3%	27	-1%	3%	i
Cc1ccc(NC(=O)C(C)NS(=O)(=O)c2ccc(F)cc2)cc1C (configuration not stated)
    -4%	-15%	1%	0%	7%	27	-5%	6%	i
COc1ccc(C(=O)Nc2cc(OCc3ccccc3)c(Cl)cc2Cl)cc1
    0%	-9%	5%	-4%	15%	5	-8%	-14%	i
CC(=O)NC(C(=O)c1ccccc1)N1CCCCC1 (configuration not stated)
    2%	5%	-5%	-3%	-2%	1	-2%	3%	i
CCn1c(SCC(=O)Nc2nc(C)c(C)s2)nnc1-c1cccs1
    -1%	1%	-1%	6%	4%	-17	3%	?	i
COc1ccc(-c2nn(-c3cccc([N+](=O)[O-])c3)c3c2cnc2cc4c(cc23)OCO4)cc1
    8%	4%	/	/	/	/	/	13%	i
COc1cc(C=C2C(=O)c3ccccc3C2=O)cc(OC)c1
    0%	7%	3%	-7%	-1%	-8	6%	10%	i
COC(=O)CCC(=O)OC1(C)C(=O)C2=CN(CC3CC3)C(c3ccc(OC)cc3)=CC2=C(Br)C1=O (configuration not stated)
    7%	-3%	-3%	-31%	-3%	7	-6%	-3%	?
CCC1=Nc2ccc(Br)cc2C(c2ccccc2)N1CC(=O)OC (configuration not stated)
    10%	-6%	4%	12%	-5%	-2	-1%	-10%	i

Entries of single compounds, quoted from the list. Order of screens: HepG2 viability	ATXN2 expr inh	SW480 rerep	MCF10A rereplic	HT1080-NT tox	IL1B secr inh	HT1080 IDH1KD tx	KB-3-1 tox	S2 tox
CC(=O)NC(C(=O)c1ccccc1)N1CCCCC1 (configuration not stated) is entered as 2%	5%	-5%	-3%	-2%	1	-2%	3%	i
O=C1c2ccc3c4c(ccc(c24)C(=O)N1c1cccc(O)c1)C(=O)N(c1cccc(O)c1)C3=O is entered as 4.5µM*	/	2.6µM*	13µM*	?	-13	?	16µM*	?

(cont.)
Every second line gives: HepG2 viability	ATXN2 expr inh	SW480 rerep	MCF10A rereplic	HT1080-NT tox	IL1B secr inh	HT1080 IDH1KD tx	KB-3-1 tox	S2 tox
COc1ccc(/C=C2\CCC/C(=C\C=N\N(C)C)C2=O)cc1
    -12%	/	-22%	8.2µM*	-24%	-59*	-25%	-5%	/
N/C(CCN1CCCCC1)=N/O
    6%	0%	-1%	-8%	2%	5	10%	1%	i
COC(=O)c1cc(Br)c(=O)n(-c2cc(C)on2)c1
    11%	6%	-9%	-3%	20%	-4	13%	7%	i
O=C(OCCC12CC3CC(CC(C3)C1)C2)c1ccc(NCc2cc(O)ccc2O)cc1
    -90%	?	?	?	6.5µM*	-121*	7.3µM*	15µM*	/
Cn1c(SCc2ccc(C#N)cc2)nnc1-c1ccccc1
    -1%	1%	-23%	-5%	7%	-4	6%	15%	i
CCN1/C(=C\C=C2\C(=O)N(c3ccccc3)C(=S)N2C)Sc2ccccc21
    -16%	-15%	3%	-3%	-3%	-3	19%	-2%	i
COC(C(=O)NCc1ccccc1C)c1ccccc1 (configuration not stated)
    -11%	-10%	-1%	0%	-5%	3	-1%	6%	i
C#CCN(C[C@H]1[C@H](OC(=O)NCc2ccccc2F)[C@H](OC(=O)NCc2ccccc2F)C[C@@H](C(=O)OC)[C@H]1C(=O)OC)S(=O)(=O)c1ccc(C)cc1
    -2%	0%	/	/	-2%	-18	-4%	-10%	i
CN(C)CCCOc1ccc(-c2ccc3nncn3c2)cn1
    7%	14%	/	/	20%	37	5%	0%	i
Cc1ccsc1C(=O)NCCc1nnc2ccccn12
    1%	/	?	?	1%	-2	4%	0%	?
Cn1nccc1C(=O)N1CCN(c2ccc(F)cc2)CC1
    -7%	1%	0%	-2%	14%	-1	10%	4%	i
Cc1cc(C)c(O)c(C2(O)C(=O)c3ccccc3C2=O)c1
    15%	-3%	-12%	0%	1%	-3	-5%	-2%	i
COC(=O)c1cc(-c2ccc(OC)cc2F)nc2nc(SC)[nH]c(=O)c12
    -37%	-10%	15%	?	-1%	-19	-5%	0%	i
COc1cccc(CN(C)C(=O)CCN=C2NS(=O)(=O)c3ccccc32)c1OC
    -13%	/	-7%	2%	6%	49	0%	-11%	i
CC(C)OC(=O)NS(=O)(=O)c1cccc([N+](=O)[O-])c1
    -12%	-4%	-3%	8%	0%	6	9%	5%	i
CC(=O)Nc1ccccc1C(=O)N1CC2(C)CC1CC(C)(C)C2 (configuration not stated)
    3%	4%	-6%	8%	8%	9	1%	6%	i
CCOC(=O)c1cnc2nc(C(F)(F)F)[nH]n2c1=O
    -17%	3%	-1%	-2%	18%	-2	10%	15%	i
O=C(CS(=O)Cc1ccccc1Cl)Nc1ccccc1Cl (configuration not stated)
    -1%	-31%	0%	4%	-2%	4	-2%	8%	?
CCOc1ccc(/C=C/C(=O)N(CC)CC(=O)Nc2ccc3c(c2)OCCO3)cc1OCC
    14%	2%	-6%	-5%	-3%	-12	-9%	-17%	i
Cc1cc(C)cc(NC(=O)CSc2nnc(NC(=O)C3CC3)s2)c1
    -7%	1%	-22%	-28%	-11%	-5	-13%	0%	i
Cc1oc(S(=O)(=O)N2CCCCC2)cc1NC(=O)Nc1ccc(Cl)cc1
    -28%	/	-22%	0%	-3%	26	-7%	0%	i
COc1cccc(-c2oc3c(c2C#CCCO)C(O)CCC3)c1 (configuration not stated)
    /	-20%	/	/	4%	3	1%	17%	?
COc1ccc([C@@H]2C[C@H]3[C@@H](CN2S(=O)(=O)c2ccccc2)C(=O)C[C@@H](c2cccc(Cl)c2)N3S(=O)(=O)c2ccc(C)cc2)cc1
    4%	10%	/	/	15%	11	11%	0%	?
O=S(=O)(NCc1cn2ccsc2n1)c1ccc(Oc2ccccc2)cc1
    -3%	-20%	-8%[9.22 µM]	-4%	-3%	-13	-9%	?	i

Some values from the results shown:
Cc1oc(S(=O)(=O)N2CCCCC2)cc1NC(=O)Nc1ccc(Cl)cc1 – HT1080 IDH1KD tx = -7%
CCOc1ccc(/C=C/C(=O)N(CC)CC(=O)Nc2ccc3c(c2)OCCO3)cc1OCC – KB-3-1 tox = -17%
N/C(CCN1CCCCC1)=N/O – HT1080-NT tox = 2%

Bioassay records: PubChem, National Center for Advancing Translational Sciences (NCATS)
